TDP1 cell CPT – DT40-hTDP1 cell growth loss with CPT | chicken DT40 Tdp1-/-;hTDP1 cells + 20 nM CPT, ATP luminescence, 48 h | Potency, µM (titrated, usually from 46.2 µM), for the others: top-dose activity change, negative = growth inhibition, usual class: inhibitors | 420,000 compounds, 12% hits; further: nearly all actives have a fitted effect of over 55% in size
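Chicken DT40 Tdp1-/- cells complemented with human TDP1, 400 cells/well, exposed to compounds plus 20 nM camptothecin for at least 48 h at 37 C; viability read as ATP content by CellTiter-Glo luminescence.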
FEN1 inhibitor – inhibitors of human flap endonuclease 1 | Recombinant FEN1 flap cleavage, fluorescence, 15 min | Potency, µM (doses to about 114 µM), inactives show at the top dose activity change, negative = inhibition, hits mostly inhibitors | 390,000 compounds, 0.35% hits | AID 588795; further: nearly all actives have a fitted effect of over 65% in size
Target sequence (P39748 whole entry, looked up): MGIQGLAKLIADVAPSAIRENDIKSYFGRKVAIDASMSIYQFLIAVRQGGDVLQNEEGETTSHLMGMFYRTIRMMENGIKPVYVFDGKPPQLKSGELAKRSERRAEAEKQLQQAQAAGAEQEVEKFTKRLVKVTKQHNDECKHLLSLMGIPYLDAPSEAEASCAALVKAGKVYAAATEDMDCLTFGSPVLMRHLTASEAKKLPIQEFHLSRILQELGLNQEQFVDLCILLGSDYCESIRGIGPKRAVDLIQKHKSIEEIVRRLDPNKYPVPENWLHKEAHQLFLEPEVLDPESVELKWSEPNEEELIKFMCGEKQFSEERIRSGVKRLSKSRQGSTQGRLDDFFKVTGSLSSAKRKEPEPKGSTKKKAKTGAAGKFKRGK
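In this screen, 50 nM flap DNA substrate was added to 10 nM FEN1 pretreated with compound for 15 min at room temperature; cleavage was followed with reads at 0 and 15 min, and Hill fitting gave concentration–response parameters.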
KAT2A inh – GCN5L2 (KAT2A) acetyltransferase inhibition; Q92830; GCN5L2 HAT assay, ThioGlo1 CoA-SH fluorescence; Potency, µM (highest dose often 58.9 µM), inactives show at the top dose activity change, negative = inhibition, usual class: inhibitors; 390,000 compounds, 0.21% hits
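Enzyme at 20nM final was mixed with library compounds for 15 min at room temperature. Peptide H3(1-25) at 75uM, acetyl-CoA at 70uM and ThioGlo1 at 50uM were then added. Plates were read immediately and after 20 min (Ex340nm/Em540nm).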
Numbers without * were called inactive; [ ] = dose if it differs, or a comment. The call rests on the fitted dose curve; in most records, active means well fitted curve in the direction sought with a large enough effect; inconclusive means small, poorly fitted or top-dose-only effect, or another doubt; inactive means no such curve, though single readings can be large; an effect the other way counts as inactive or inconclusive. On the % scale 0 is the no-effect control and ±100 the full control effect; potency means the concentration at half of the fitted maximal effect.

The opening 3 compounds as a preview:
`CCCCn1c(N)c(N(CCOC)C(=O)COC(=O)COc2cc(C)ccc2Cl)c(=O)[nH]c1=O` gave TDP1 cell CPT -2.0%, FEN1 inhibitor -0.4% and KAT2A inh -1.3%.
For COc1ccc(NC(=O)c2ccccc2-c2ccccc2C(=O)O)cc1 the results were TDP1 cell CPT 10.8%, FEN1 inhibitor 8.0% and KAT2A inh -1.8%.
Screening O=C1c2ccccc2CCC12N=NCC2c1ccc(Br)cc1 (stereo not given) returned TDP1 cell CPT -29.6%, FEN1 inhibitor -11.9% and KAT2A inh -8.3%[0.501 µM].

This part in full, repeating the preview:
`CCCCn1c(N)c(N(CCOC)C(=O)COC(=O)COc2cc(C)ccc2Cl)c(=O)[nH]c1=O` gave TDP1 cell CPT -2.0%, FEN1 inhibitor -0.4% and KAT2A inh -1.3%.
For COc1ccc(NC(=O)c2ccccc2-c2ccccc2C(=O)O)cc1 the results were TDP1 cell CPT 10.8%, FEN1 inhibitor 8.0% and KAT2A inh -1.8%.
Screening O=C1c2ccccc2CCC12N=NCC2c1ccc(Br)cc1 (stereo not given) returned TDP1 cell CPT -29.6%, FEN1 inhibitor -11.9% and KAT2A inh -8.3%[0.501 µM].
For CC1CCCCC1NC(=O)CCNS(=O)(=O)c1cc(Br)cnc1N (stereo not given) the results were TDP1 cell CPT -20.8%, FEN1 inhibitor 1.1% and KAT2A inh -4.0%.
`CC(C)Cc1nnc(NC(=O)CCC(=O)N2CCN(c3ccccn3)CC2)s1` gave TDP1 cell CPT 0.2%, FEN1 inhibitor -8.6% and KAT2A inh -11.2%.
For CC(=C/c1ccccc1)/C=N/NC(=O)c1nnn(-c2nonc2N)c1CN1CCC(C)CC1 the results were TDP1 cell CPT inconclusive, FEN1 inhibitor -1.5% and KAT2A inh -4.7%.
C=C1CCN([C@@H](CC(C)C)C(=O)N2CCOCC2)S(=O)(=O)c2ccccc21 was read as TDP1 cell CPT -2.3% and FEN1 inhibitor -1.2%.
For CC(=O)N1CCC(O)(c2ccc3c(c2)OCO3)CC1 the results were TDP1 cell CPT -8.8%, FEN1 inhibitor 7.5% and KAT2A inh -4.0%.
For CCOC(=O)c1c(C)[nH]c(C)c1C(=O)CN1C(=O)NC2(CCCCCC2)C1=O the results were TDP1 cell CPT 15.1%, FEN1 inhibitor -6.0% and KAT2A inh -1.3%.
Screening CCCCn1c(N)c(N(CC(C)C)C(=O)c2cccc(S(=O)(=O)N3CCN(C)CC3)c2)c(=O)[nH]c1=O returned TDP1 cell CPT -10.8%, FEN1 inhibitor -4.3% and KAT2A inh -1.8%.
For CC(C)S(=O)(=O)c1csc(NC(=O)Nc2ccc(Cl)cc2)c1Cl the results were TDP1 cell CPT inconclusive, FEN1 inhibitor -11.3% and KAT2A inh inconclusive.
CCN(c1ccccc1)S(=O)(=O)c1ccc(C(=O)NCCCn2ccnc2)cc1 was read as TDP1 cell CPT -23.3%, FEN1 inhibitor -0.6% and KAT2A inh -2.8%.
Screening COc1cc(C)ccc1OCc1cc(C(=O)NCCN2CCOCC2)no1 returned TDP1 cell CPT 5.0%, FEN1 inhibitor -9.8% and KAT2A inh -9.1%.
`Cc1nc2c(ncn2-c2ccccc2)c(=O)n1NC(=O)CN1CCCC1` gave TDP1 cell CPT 1.3%, FEN1 inhibitor 1.6% and KAT2A inh -0.2%.
For COc1ccccc1NCCC(=O)OCC(=O)NC1CCCC(C)C1C (stereo not given) the results were TDP1 cell CPT 3.3%, FEN1 inhibitor -10.1% and KAT2A inh 1.5%.
`O=C(NNc1nc2ccc(F)cc2s1)c1cccc(F)c1` gave TDP1 cell CPT 11.6µM*, FEN1 inhibitor 13.0% and KAT2A inh 0.9%.
Screening Cc1cccc(Sc2ccc([N+](=O)[O-])cn2)c1 returned TDP1 cell CPT 0.7%, FEN1 inhibitor -8.2% and KAT2A inh -1.6%.
O=C(c1ccc(CN2CCc3ccccc3C2)cc1)N1CCN(c2ccccc2)CC1 was read as TDP1 cell CPT 13µM*, FEN1 inhibitor 3.7% and KAT2A inh -3.3%.
For COc1ccc(CC(=O)OC(C)C(=O)Nc2ccc(Cl)cn2)cc1 (stereo not given) the results were TDP1 cell CPT inconclusive, FEN1 inhibitor 3.7% and KAT2A inh -10.9%.
For O=C(NCCN1CCN(S(=O)(=O)c2ccc([N+](=O)[O-])cc2)CC1)C(=O)Nc1ccccc1 the results were TDP1 cell CPT -14.1%, FEN1 inhibitor 6.8% and KAT2A inh 1.8%.
For Cc1ccc(OCCC(=O)OCC(=O)NCCc2ccccc2)cc1 the results were TDP1 cell CPT 1.7%, FEN1 inhibitor -9.4% and KAT2A inh -2.4%.
Cc1ccc(S(=O)(=O)N(C)C)cc1NC(=O)CN1CCN(Cc2ccccc2)CC1 was read as TDP1 cell CPT 11.4%, FEN1 inhibitor 0.6% and KAT2A inh -5.9%.
Screening CN(C)c1ccc(C=c2c3ccccc3n3c2cc(-c2ccccc2)[n+]3C)cc1 returned TDP1 cell CPT 0.581µM* and FEN1 inhibitor 8.91µM*.
For Cc1ccc(S(=O)(=O)N(C)/C(=N/S(=O)(=O)c2ccccc2)c2ccccc2)cc1 the results were TDP1 cell CPT -10.0%, FEN1 inhibitor 4.1% and KAT2A inh -2.4%.
For Cc1cc(C)nc(NC(=O)C(c2ccccc2)c2ccccc2)n1 the results were TDP1 cell CPT inconclusive, FEN1 inhibitor 2.1% and KAT2A inh -4.8%.
`CCN(CC)S(=O)(=O)c1ccc(Cl)c(C(=O)Oc2cccc(-c3cnc4ccccc4n3)c2)c1` gave TDP1 cell CPT inconclusive and FEN1 inhibitor -2.3%.
`CCN1C[C@@H]2[C@@H]3C(=O)N(C)C(=O)[C@@H]3[C@](CC)(C1=O)N2C(=O)c1ccc(C(F)(F)F)cc1` gave TDP1 cell CPT -3.1% and FEN1 inhibitor -2.7%.
Screening Cc1cc(NS(=O)(=O)c2ccc(NC(=O)COc3ccc(Cl)cc3)cc2)no1 returned TDP1 cell CPT -14.9%, FEN1 inhibitor 3.4% and KAT2A inh 1.2%.
`CCN(CC)C(=O)c1ccc(Cn2cc([N+](=O)[O-])cn2)o1` gave TDP1 cell CPT -15.1%, FEN1 inhibitor 2.6% and KAT2A inh -2.0%.
Cc1ccc(-n2c(C)cc(C(=O)COc3cccnc3[N+](=O)[O-])c2C)cc1 was read as TDP1 cell CPT 18.4µM*, FEN1 inhibitor -9.5% and KAT2A inh -1.7%.
`CCOc1ccc2nc(N3CCCC(C(=O)NCCCOC)C3)sc2c1` (stereo not given) gave TDP1 cell CPT 16.4µM*, FEN1 inhibitor 17.6% and KAT2A inh 1.1%.
COc1ccccc1C(=O)N1CCN(c2cccc(C(F)(F)F)c2)CC1 was read as TDP1 cell CPT 10.3µM*, FEN1 inhibitor -4.8% and KAT2A inh 0.1%.
Cc1ncc([N+](=O)[O-])n1CC(=O)NC(C)(C)C was read as TDP1 cell CPT 6.3%, FEN1 inhibitor -1.1% and KAT2A inh -0.9%.
COc1ccc(CNC(=O)C(c2ccc(C)o2)N(Cc2cccs2)C(=O)Cc2cccs2)cc1 (stereo not given) was read as TDP1 cell CPT 29.1µM*, FEN1 inhibitor -3.6% and KAT2A inh -8.4%.
`Cc1cccc(OCCC(=O)Nc2cc(S(=O)(=O)N3CCCCC3)ccc2N2CCOCC2)c1` gave TDP1 cell CPT inconclusive, FEN1 inhibitor 5.9% and KAT2A inh -12.4%.
O=C(NCc1cccnc1)c1nc(-c2ccc(C(F)(F)F)cc2)no1 was read as TDP1 cell CPT 14.6µM*, FEN1 inhibitor -2.3% and KAT2A inh -11.4%.
For Cc1ccc(/C=N/OC(=O)c2nn(C)cc2Cl)cc1 the results were TDP1 cell CPT 3.9%, FEN1 inhibitor 0.0% and KAT2A inh -5.3%.
For COc1ccccc1CCN1CCCC(CN(C)C(=O)c2ccoc2)C1 (stereo not given) the results were TDP1 cell CPT -29.9%, FEN1 inhibitor -0.3% and KAT2A inh -14.1%.
COc1ccc(/C=C/C(=O)OCCC(C)C)cc1 was read as TDP1 cell CPT -2.9% and KAT2A inh -20.4%.
Screening Cc1cc(OCCN2CCCCC2)nc2ccccc12 returned TDP1 cell CPT 25.1%, FEN1 inhibitor 1.7% and KAT2A inh -10.4%.

Some of these compounds in order of length of the SMILES, low to high:
For Cc1ccc(/C=N/OC(=O)c2nn(C)cc2Cl)cc1 the results were TDP1 cell CPT 3.9%, FEN1 inhibitor 0.0% and KAT2A inh -5.3%.
`Cc1cccc(OCCC(=O)Nc2cc(S(=O)(=O)N3CCCCC3)ccc2N2CCOCC2)c1` gave TDP1 cell CPT inconclusive, FEN1 inhibitor 5.9% and KAT2A inh -12.4%.
COc1ccc(CNC(=O)C(c2ccc(C)o2)N(Cc2cccs2)C(=O)Cc2cccs2)cc1 (stereo not given) was read as TDP1 cell CPT 29.1µM*, FEN1 inhibitor -3.6% and KAT2A inh -8.4%.

Additional records follow:
Screening CC(c1ccccc1)N1C(=O)c2ccc(C(=O)NCc3cccnc3)cc2C1=O (stereo not given) returned TDP1 cell CPT -16.9%, FEN1 inhibitor -2.0% and KAT2A inh -2.5%.
Screening CC(=O)Nc1ccc(C2Nc3c(C)cc(C)cc3-c3cc(C)nn32)cc1 (stereo not given) returned TDP1 cell CPT 18.4µM*, FEN1 inhibitor 1.8% and KAT2A inh -2.7%.
Screening O=C1N[C@H](Cc2ccccc2)COC(=O)[C@@H](Cc2ccc(F)cc2)CC/C=C/C[C@H]1CC(=O)N(CCO)Cc1ccccc1 returned TDP1 cell CPT 18.4µM*, FEN1 inhibitor -20.8% and KAT2A inh -7.8%.
CC(C)C(C(=O)NCc1ccco1)N(CC1CCCO1)C(=O)CNS(=O)(=O)c1ccc(F)cc1 (stereo not given) was read as TDP1 cell CPT 1.3%, FEN1 inhibitor 13.4% and KAT2A inh -5.7%.
`O=C(Nc1cnn(Cc2ccc(F)cc2)c1)c1noc2c1CCCC2` gave TDP1 cell CPT -6.3%, FEN1 inhibitor -5.6% and KAT2A inh -13.6%.
CN(C)c1ccc(/C=N/NC(=O)c2sccc2-n2cccc2)cc1 was read as TDP1 cell CPT -3.3%, FEN1 inhibitor 0.2% and KAT2A inh -8.7%.
For Cc1ccc(NC2CCCN(C(=O)c3cc(C(C)C)[nH]n3)C2)cc1C (stereo not given) the results were TDP1 cell CPT -17.1%, FEN1 inhibitor -2.5% and KAT2A inh -20.5%.
For O=c1[nH]c(=O)n([C@H]2C[C@@H](O)[C@@H](CO)O2)cc1F the results were TDP1 cell CPT 5.01µM* and FEN1 inhibitor 6.8%.
COc1ccccc1C(C(=O)NC1CCCC1)N(C(=O)c1csnn1)C1CC1 (stereo not given) was read as TDP1 cell CPT 5.1%, FEN1 inhibitor 1.2% and KAT2A inh -8.7%.
`CCOc1ccccc1NC1=CC(=O)CC(c2ccccc2)C1` (stereo not given) gave TDP1 cell CPT inconclusive, FEN1 inhibitor 0.0% and KAT2A inh inconclusive.
Screening O=C(COc1ccccc1F)NCc1ccc(-n2cccc2)cc1 returned TDP1 cell CPT -23.1%, FEN1 inhibitor -0.4% and KAT2A inh -7.8%.
`Cn1cc(S(=O)(=O)N2CCc3ccccc32)cc1C(=O)Nc1ccc(C(F)(F)F)cc1` gave TDP1 cell CPT inconclusive, FEN1 inhibitor -2.6% and KAT2A inh -10.7%.
Screening O=C(CN1CCN(S(=O)(=O)c2ccccc2)CC1)Nc1ccccc1Cl returned TDP1 cell CPT inconclusive, FEN1 inhibitor -11.1% and KAT2A inh -2.2%.
CCn1c(C)nnc1SCC(=O)Nc1nccs1 was read as TDP1 cell CPT 17.4%, FEN1 inhibitor -4.7% and KAT2A inh -4.8%.
`COc1ccc(/C=N/NC(=O)c2cc(-c3cccn3C)n[nH]2)cc1OC` gave TDP1 cell CPT inconclusive, FEN1 inhibitor inconclusive and KAT2A inh -1.8%.
For COc1ccccc1N(CC(=O)N/N=C/c1ccccc1C(=O)O)S(C)(=O)=O the results were TDP1 cell CPT -22.3%, FEN1 inhibitor -0.5% and KAT2A inh -1.1%.
`COc1ccc(C)cc1-n1c(SCC(=O)Nc2cc(C)on2)nc2sc(C)c(C)c2c1=O` gave TDP1 cell CPT 11.6µM*, FEN1 inhibitor -12.6% and KAT2A inh -7.2%.
`O=C(c1ccccc1Br)N1CCC(c2nc3ccccc3s2)CC1` gave TDP1 cell CPT inconclusive, FEN1 inhibitor -11.5% and KAT2A inh -4.1%.
Cc1ccccc1Nc1c(-c2ccco2)nc2c(C)cccn12 was read as TDP1 cell CPT 23.1µM*, FEN1 inhibitor -10.5% and KAT2A inh -17.2%.
CCC(c1nnnn1Cc1ccccc1)N(Cc1cc2cc(OC)ccc2[nH]c1=O)CC1CCCO1 (stereo not given) was read as TDP1 cell CPT inconclusive, FEN1 inhibitor -1.2% and KAT2A inh -6.5%.
CCOC(=O)c1ccc(NC(=O)Cn2nnc(-c3ccc(F)cc3)n2)cc1 was read as TDP1 cell CPT -2.8%, FEN1 inhibitor 11.8% and KAT2A inh -5.6%.
Screening Cc1ccc(NC(=O)Cn2c(=O)n(Cc3ccccc3)c(=O)c3c2c2cc(C)ccc2n3C)cc1 returned TDP1 cell CPT inconclusive, FEN1 inhibitor -6.2% and KAT2A inh 0.8%.

A portion of the library. The share of hits here may be higher or lower than overall.
